HCV inhibitor: inhibitors of hepatitis C virus infection; Huh7.5.1 HCVcc-Cre infection, luciferase reporter, 44 h; Potency, µM (doses to about 41.8 µM), inactives show top-dose activity change, negative = inhibition, actives largely listed as inhibitors; actives 3.4% (n = 340,000); AID 651820; note: potency is the fitted concentration of half-maximal effect
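Seed cells (1,000/well) for 4 h; treat with compound and infect with HCVcc-Cre, moi about 0.5. Incubate 44 h, then detect luciferase activity.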
AmpC inh detg: blocks E. coli AmpC beta-lactamase in detergent assay | P00811 | AmpC hydrolysis of nitrocefin, absorbance 480 nm, 0.01% Triton | Potency, µM (top dose mostly 114 µM), for inactives: at the highest dose activity change, negative = inhibition, actives largely listed as inhibitors | actives 0.041% (n = 370,000);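 note: potency is the fitted concentration of half-maximal effect; 0% = no-compound wells and -100% = no-enzyme wells; nearly all actives have a fitted effect of over 25% in size; some results filed as inactive show a strong effect at the top dose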
Target sequence (P00811 whole entry, looked up): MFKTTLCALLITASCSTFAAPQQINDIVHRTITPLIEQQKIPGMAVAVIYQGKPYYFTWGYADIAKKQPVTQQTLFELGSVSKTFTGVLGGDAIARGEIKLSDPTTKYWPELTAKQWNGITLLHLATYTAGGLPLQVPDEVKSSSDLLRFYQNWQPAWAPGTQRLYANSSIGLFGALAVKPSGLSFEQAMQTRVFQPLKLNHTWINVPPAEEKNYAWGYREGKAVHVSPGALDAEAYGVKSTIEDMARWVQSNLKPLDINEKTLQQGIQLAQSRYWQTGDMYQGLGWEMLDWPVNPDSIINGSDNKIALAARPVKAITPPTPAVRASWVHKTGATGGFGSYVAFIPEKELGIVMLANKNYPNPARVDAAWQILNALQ
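20 mM phosphate pH 7.0 + 0.01% (detergent screen) or 0.0001% Triton X-100; 5.3 nM AmpC reagent; cpd preinc 15 min RT; nitrocefin (800 uM stock) to start; A480 q20 s × 4 min; Activity was normalised to no-enzyme and no-compound control wells.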
Sm TGR block: S. mansoni TGR enzyme inhibition; Q962Y6; purified TGR, DTNB reduction, TNB absorbance 405 nm; Potency, µM (series often up to 114 µM), inactives show at the highest dose activity change, negative = inhibition, most hits filed as inhibitors; actives 3% (n = 360,000); note: potency is the fitted concentration of half-maximal effect; nearly all actives have a fitted effect of over 60% in size
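Kinetic colorimetric format: TGR-catalysed, NADPH-driven DTNB reduction monitored via TNB absorbance. Enzyme dispensed at 20 nM; compound exposure 15 min at room temperature before reaction start.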
Giardia FBPA inh: inhibitors of Giardia lamblia fructose-1,6-bisphosphate aldolase; A8B2U2; purified Giardia FBPA; Potency, µM (highest dose often 59.6 µM), for the others: top-dose activity, negative = inhibition, usual class: inhibitors; actives 0.71% (n = 290,000); AID 2451; note: potency is the fitted concentration of half-maximal effect; nearly all actives have a fitted effect of over 55% in size
Target sequence (A8B2U2 whole entry, looked up): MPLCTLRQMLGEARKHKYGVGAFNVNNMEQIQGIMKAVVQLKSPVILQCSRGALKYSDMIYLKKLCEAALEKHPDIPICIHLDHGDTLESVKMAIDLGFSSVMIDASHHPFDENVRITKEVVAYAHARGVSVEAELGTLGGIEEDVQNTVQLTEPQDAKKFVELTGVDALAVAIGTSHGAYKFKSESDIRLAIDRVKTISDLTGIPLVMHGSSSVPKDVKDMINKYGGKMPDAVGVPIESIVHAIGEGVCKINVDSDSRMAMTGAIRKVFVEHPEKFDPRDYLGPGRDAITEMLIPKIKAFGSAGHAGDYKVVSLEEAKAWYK
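Giardia FBPA (40 nM reagent) was preincubated 10 min at RT with compound (up to 57.5 uM final), then substrate plus GAPDH/TPI/NAD/arsenate coupling system with diaphorase/resazurin was added; resorufin fluorescence (525/598 nm) was read after 20 min.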
AmpC no deterg: AmpC beta-lactamase inhibition without detergent | P00811 | AmpC nitrocefin hydrolysis, absorbance 480 nm, 0.0001% Triton | actives 0.52% (n = 330,000) | AID 485341 | Potency, µM (highest dose often 57.1 µM), without a hit: at the top dose activity change, negative = inhibition, most hits filed as inhibitors;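 note: potency is the fitted concentration of half-maximal effect; plate controls were no compound for no effect and no enzyme for full effect; nearly all actives have a fitted effect of over 20% in size; some results filed as inactive show a strong effect at the top dose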
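20 mM phosphate pH 7.0 + 0.01% (detergent screen) or 0.0001% Triton X-100; 5.3 nM AmpC reagent; cpd preinc 15 min RT; nitrocefin (800 uM stock) to start; A480 q20 s × 4 min; Activity was normalised to no-enzyme and no-compound control wells.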
HCMV inh: inhibitors of human cytomegalovirus; HFF cells, HCMV-luciferase reporter, 72 h; stronger effect = lower value; activity change, negative = inhibition, % at 57.5 µM; actives 4.5% (n = 410,000); AID 1259415; in the data active = activity change below about -60%; inconclusive = no clear call, values can overlap the other calls; inactive = above about -39%
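After 16 h attachment at 37C, HFF cells received test compound and HCMV-luciferase (1 PFU/cell); reporter luminescence read 72 h later, data normalized against buffer-only and known inhibitor Salinomycin.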
* hit, by the source's call; ? = inconclusive; nt = no result given; & = joins results of further samples; [ ] = remark or other dose. Unless noted, calls come from the whole dose curve; as a rule, active = well fitted curve in the direction sought with a large enough effect; inconclusive = small, poorly fitted or top-dose-only effect, or another doubt; inactive = no such curve, though single readings can be large; an effect the other way counts as inactive or inconclusive. Unless noted, % is set by controls: 0 for no effect and ±100 for the full control effect. An unsorted share of the library (roughly 9.9% active in at least one column).

molecule,HCV inhibitor,AmpC inh detg,Sm TGR block,Giardia FBPA inh,AmpC no deterg,HCMV inh
O=C(CCC(=O)c1ccccc1)NCCc1c[nH]c2ccccc12,16%,-2%,2%,3%,-4%,11
CCNc1ccc(C(=O)Nc2ccc3nc(C)sc3c2)cc1[N+](=O)[O-],?,-1%,4%,-1%,27%,2
CCOc1ccc(S(=O)(=O)N2CCCC(C(=O)NCc3cccnc3)C2)cc1C (stereo unspecified),-12%,2%,-3%,2%,98%[activator],-18
CCCN(CCC)CCCNC(=O)c1ccc2c(c1)N(CC)C(=O)c1ccccc1S2=O (stereo unspecified),-10%,-10%,10%,nt,1%,-1
CCOC(=O)C1CCCN(S(=O)(=O)c2c(C)c(C)cc(C)c2C)C1 (stereo unspecified),6%,-7%,-7%,3%,36%,10
Cc1noc(C)c1S(=O)(=O)N1CCC(Cc2ccccc2)CC1,-15%,2%,-32%,7%,0%,?
O=c1cc(CO)oc(CN2CCN(c3ccccc3)CC2)c1O,8%,?,?,10%,-7%,52
COc1ccc(-c2cn3nc(SCC(=O)Nc4ccc(C)c(Cl)c4)ccc3n2)cc1,nt,4%,5%,nt,nt,66
Cc1ccc(C)c(Nc2cc(C(=O)NC3CCCCC3)c3ccccc3n2)c1,nt,-1%,11%,nt,nt,18
COc1ccc(C(=O)O/N=C(/C)c2cccs2)cc1,20%,-7%,1%,-8%,-35%,-22
CCCc1[nH]nc2c1C(c1ccc(OC(=O)c3ccco3)cc1)C(C#N)=C(N)O2 (stereo unspecified),21%,?,?,-1%,-11%,-8
COc1ccccc1Oc1c(C)oc2cc(OC(=O)N(C)C)ccc2c1=O,10%,-8%,4%,4%,17%,0
O=[N+]([O-])c1ccc(C2CCCC/C2=N/OCc2ccccc2F)c([N+](=O)[O-])c1 (stereo unspecified),?,-5%,-16%,-9%,-29%,2
CCOC(=O)c1cccc(NC(=O)CSc2nc3ccccc3c(=O)n2CCOC)c1,?,-9%,1%[11.4 µM],2%,-14%,-13
CCn1ccc2cc(S(=O)(=O)N3CCC(C(=O)NCCc4ccc(C)cc4)CC3)ccc21,nt,-4%,3%,nt,nt,-15
Cc1c(CC(=O)NCC(=O)NCC(=O)O)c(=O)oc2c(C)c3oc4c(c3cc12)CCCC4,0%,6%,-18%,-3%,-9%,28
O=S(=O)(c1ccc(Cl)c(C(F)(F)F)c1)N1CCN(CC(O)COc2ccccc2F)CC1 (stereo unspecified),11%,-6%,-2%,?,101%[activator],-13
COc1cc2c(cc1OC)C(C(=O)N1CCCC1)C(c1ccccc1F)N(C)C2=O (stereo unspecified),3%&5%,0%,1%,1%,7%,14
Cc1ccc(NC(=O)N2CCC(NC(=O)c3ccccc3C)CC2)cc1,-5%,-8%,-1%,24%,-6%,-10
CCOc1ccc(C(=O)COC(=O)c2nn(CC)c(=O)c3ccccc23)cc1,18%,1%,-2%,nt,37%,?
O=C1CC/C=C\C[C@@H](CC(=O)N(CCO)Cc2ccccc2)C(=O)NCCO1,4%,nt,nt,nt,-9%,-4
O=C1c2nc3cc(-c4ccccc4)[nH]n3c(=O)c2CN1Cc1ccccc1,-7%,4%,3%,-2%,-25%,nt
O=C(c1ccccc1)c1nn(-c2cccc(Cl)c2)c2nc(-c3ccccc3)cc(=O)n12,-19%,6%,-16%,0%,-23%,-19
Cc1cc(NCCCn2ccnc2)n2nc(-c3ccc(F)cc3)cc2n1,?,-5%,-7%,2%,26%,96
Cc1cccc(CCN(CC(=O)NC(C)(C)C)C(=O)c2csnn2)c1,-22%,1%,-2%[57.1 µM],-1%,16%,15
CC(Oc1ccccc1)C(=O)Nc1ccc(S(=O)(=O)N2CCCC2)cc1 (stereo unspecified),-16%,5%,9%,3%,-27%,-39
Cc1nc(N2CCN(Cc3ccccc3)CC2)nc2c1C(=O)CCC2,?,6%,?,3%,53%,-97*
CC(C)(C)c1ccc(C(=O)Nc2ccccc2NC(=O)c2ccco2)cc1,13µM*,0%,-7%,?,-14%,-20
Cc1ccccc1NC(=O)c1ccccc1NS(=O)(=O)c1cccc2cccnc12,-14%,2%,3%,5%,-31%,-16
Cc1ccc(-c2cc(C(=O)Nc3cc(C)on3)c3ccccc3n2)cc1,15%,?,-12%,1%,-31%,-6
Cc1ccc(S(=O)(=O)N(Cc2cccc(C(F)(F)F)c2)C(=O)N2CCN(C)CC2)cc1,16%,-9%,2%,nt,-21%,-15
CCOc1ccc(NC(=O)CCC(=O)N2CC(C)Oc3ccc(C)cc32)cc1 (stereo unspecified),nt,3%,-1%,nt,nt,-10
COc1cc(OC)cc(C(=O)NNC(=O)CCC2CCCC2)c1,29%,nt,nt,nt,-20%,45
CCOC(=O)Cc1csc(NC(=O)CSc2nc(N)c3c(C)c(C)sc3n2)n1,-4%,-2%,-10%,-4%,-14%,62
Cn1c(=O)c2c(O)cc(=O)n(-c3ccccc3)c2n(C)c1=O,10%,?,0%,1%,1%,-6
COc1ccc(Cl)cc1NC(=O)C/C(C)=N/NC(=O)COc1ccc(C)cc1,17%,4%,2%,nt,53%,-1
CCOC(=O)c1cn[nH]c1C(F)(F)F,11%,-10%,13%,0%,-12%,11
O=C(c1ccc(F)c(S(=O)(=O)N2CCOCC2)c1)N1CCN(c2ncccn2)CC1,2%,-5%,24%,nt,1%,18
CCCN(CCC)CCNC(=O)c1cc2c(=O)oc3ccc(C)cc3c2s1,nt,-11%,-6%,nt,nt,5
C=C(C)Cn1c(=O)c2c(nc3n2CCCN3CCc2ccccc2)n(C)c1=O,-13%,-3%,-6%,7%,87%[activator],-21
Cc1ccc(NC(=O)c2cc(-c3ccccc3)nn2-c2ccccc2)c(Br)c1,?,0%,-4%,-1%,-27%,82
CCn1nc(C)c(CN2CCCC(CO)(Cc3ccccc3)C2)c1C (stereo unspecified),-18%,5%,8%,5%,-12%,-9
COc1cc(OC)cc(C(=O)NNC(=O)CCOc2ccccc2OC)c1,13%,-10%,-2%,nt,-11%,-16
CC(C)c1nnc(SCC(=O)NCc2ccc3c(c2)OCO3)n1C,6%,-20%,-8%,1%,-17%,33
CCOC(=O)c1nc2sc(C)c(C)c2c(=O)[nH]1,3%,-1%,0%,-22%,-10%,31
CC(C)n1c(N2CCN(C(=O)N3CCCCC3)CC2)nc2ccccc21,-24%,?,2%,4%,10%,13
COc1cccc(CNC(=O)[C@H](CC(C)C)NC(=O)N2CCn3c2nc2ccccc23)c1,10%,-4%,-4%,nt,110%[activator],16
COC(=O)c1cccc(C23CC4(C2)[C@H](CN(Cc2ccc(-c5ccccc5)cc2)[C@@H]4c2ccccc2)C3c2ccc(Cl)nc2)c1 (stereo partly specified),-9%,2%,-25%,0%&5%,-27%,4
COc1ccc(NC(=S)N(CCc2c(C)[nH]c3ccccc23)Cc2cccnc2)cc1,5%[8.37 µM],?,-13%,-2%,-40%,-18
CCCOc1ccc(C2=CSC3=NCCN23)cc1,-19%,-6%,-4%,-12%,-5%,10

Copied from the listing (11 entries):
molecule,HCV inhibitor,AmpC inh detg,Sm TGR block,Giardia FBPA inh,AmpC no deterg,HCMV inh
C=C(C)Cn1c(=O)c2c(nc3n2CCCN3CCc2ccccc2)n(C)c1=O,-13%,-3%,-6%,7%,87%[activator],-21
Cc1ccc(NC(=O)c2cc(-c3ccccc3)nn2-c2ccccc2)c(Br)c1,?,0%,-4%,-1%,-27%,82
CCn1nc(C)c(CN2CCCC(CO)(Cc3ccccc3)C2)c1C (stereo unspecified),-18%,5%,8%,5%,-12%,-9
COc1cc(OC)cc(C(=O)NNC(=O)CCOc2ccccc2OC)c1,13%,-10%,-2%,nt,-11%,-16
CC(C)c1nnc(SCC(=O)NCc2ccc3c(c2)OCO3)n1C,6%,-20%,-8%,1%,-17%,33
CCOC(=O)c1nc2sc(C)c(C)c2c(=O)[nH]1,3%,-1%,0%,-22%,-10%,31
CC(C)n1c(N2CCN(C(=O)N3CCCCC3)CC2)nc2ccccc21,-24%,?,2%,4%,10%,13
COc1cccc(CNC(=O)[C@H](CC(C)C)NC(=O)N2CCn3c2nc2ccccc23)c1,10%,-4%,-4%,nt,110%[activator],16
COC(=O)c1cccc(C23CC4(C2)[C@H](CN(Cc2ccc(-c5ccccc5)cc2)[C@@H]4c2ccccc2)C3c2ccc(Cl)nc2)c1 (stereo partly specified),-9%,2%,-25%,0%&5%,-27%,4
COc1ccc(NC(=S)N(CCc2c(C)[nH]c3ccccc23)Cc2cccnc2)cc1,5%[8.37 µM],?,-13%,-2%,-40%,-18
CCCOc1ccc(C2=CSC3=NCCN23)cc1,-19%,-6%,-4%,-12%,-5%,10

Remaining list, next part.
molecule,HCV inhibitor,AmpC inh detg,Sm TGR block,Giardia FBPA inh,AmpC no deterg,HCMV inh
CC(=O)Nc1ccc(NS(=O)(=O)c2ccc(Cl)s2)cc1,8%,?,6%&1%,1%,102%,-9&-12
COCCN1C=C2C(=O)C(C)(OC(=O)CCC(=O)OC)C(=O)C=C2C=C1C1CC1 (stereo unspecified),5%,0%,-10%,?,-1%,nt
Cc1c(/C=N/O)sc2ccccc12,5%,-1%,8%,6%,-26%,-8
C=CCNC(=O)c1c2c(nc3ccccc13)-c1ccccc1CC2,-27%,2%,0%,1%,0%,33
Cc1oc(-c2ccc(Cl)cc2)nc1CN1CCCC(C(=O)NCc2ccccc2)C1 (stereo unspecified),nt,21%,0%,nt,nt,-18
CC(=O)Nc1ccc(S(=O)(=O)N(Cc2ccccc2)Cc2ccccc2)cc1,nt,13%,11%,nt,nt,-61*
Cc1ccc(C)c(S(=O)(=O)N2CCN(CC(=O)Nc3cc(C)on3)CC2)c1,-7%,?,-20%,0%,6%,-10
O=C(Nn1cc(C(=O)N2CCN(c3ccccc3F)CC2)c2ccccc2c1=O)c1cnccn1,?,1%,-24%,?,27%,43
CC/C(=N\N1CCN(C)CC1)c1c(O)[nH]c(=O)[nH]c1=O,-2%,-12%,-6%,-1%,-20%,70
COC(=O)c1sc(-c2ccc(C(C)(C)C)cc2)cc1NC(=O)/C=C/C(=O)O,-29%,6%,21%,12%,17%,38
Clc1ccc(-c2noc(CCCOc3ccccc3)n2)cc1,13%,-10%,18%,1%,-17%,nt
O=C(NCc1ccccc1Cl)C1CCN(S(=O)(=O)Cc2ccccc2)CC1,nt,22%,1%,nt,nt,8
COc1ccc(-c2cc(C(=O)N3CCCCCC3)c3ccccc3n2)c(OC)c1,-11%,-10%,-21%,-3%,52%,-36
Cc1cccc(N2CCN(c3nc4ccc(C)cc4n4cnnc34)CC2C)c1 (stereo unspecified),nt,-2%,-7%,nt,nt,-27
